Source: PubChem (several laboratories)
phage Ecoli inh – E. coli growth loss with phage present. growth absorbance. inhibition, % at 11.9 µM. actives 0.26% (n = 360,000); in the data active means inhibition above about 11%
E coli growth – reduces bacterial viability in AddAB counter-screen; actives 0.27% (n = 330,000); E. coli V3065 growth, OD600 absorbance, 18 h; inhibition, % at 11.9 µM;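 active means inhibition above the campaign's mean inhibition across all tested compounds plus 3 SD, cut at about 9.9% in these data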;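 further: uninfected addAB+ strain grown without phage in ampicillin broth; 0% = DMSO wells and 100% = ciprofloxacin 0.95 µg/ml wells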
CAL PDZ FP – inhibitors of human CAL PDZ peptide binding; purified CAL PDZ, TMR-peptide fluorescence polarization, 1 h; actives 0.02% (n = 330,000); Q9HD26; inhibition, % at 20 µM;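 active means highest replicate inhibition of at least 40%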;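 further: plate controls were DMSO neutral control wells for no effect and unlabeled competitor peptide control wells for full effect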
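Read-out basis: mP drop reported as inhibition | Assay system: Tagged CAL PDZ protein CerCALP, purified | Benchmarks: Unlabelled peptide for full inhibition, DMSO wells as neutral | Schedule: 1 h incubation at room temperature before polarization reading | Buffer or medium: Sodium phosphate/NaCl buffer pH 7.4 with TCEP, IgG, Thesit | Doses: Single point, 20 µM | Measured by: Fluorescence polarization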
AddAB inh – less growth of phage-infected E. coli with AddAB; E. coli expressing H. pylori AddAB, absorbance growth; inhibition, % at 11.9 µM; AID 435030; actives 0.29% (n = 330,000); in the data active means inhibition above about 12%;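 further: 0% = vehicle wells of infected cells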
Wnt bcat act – activators of Wnt/beta-catenin signaling; activation, % at 9.35 µM; Wnt/beta-catenin reporter cell assay, activator, plate reader; actives 1.2% (n = 300,000); in the data active means activation above about 30%, passing the limit was not always enough; inconclusive means no clear call, values can overlap the other calls;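 further: 0% = neutral control wells and 100% = positive control wells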
Tat transport – blocks Tat-dependent protein export in E. coli; E. coli MC4100 TorA-mCherry Tat export, fluorescence; inhibition, % at 10 µM; actives 0.036% (n = 340,000);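 active means mean replicate inhibition at least 50% and at least half of replicates individually reaching 50%; inconclusive means only one of the two criteria met; inactive means neither criterion met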;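 further: exported cargo escapes ClpAP degradation while cytoplasmic cargo is degraded and loses fluorescence; 0% = median of neutral control wells and 100% = median of NaSCN control wells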
PvdQ inh – P. aeruginosa PvdQ acylase inhibition. AID 488965. inhibition, % at 10 µM. actives 0.063% (n = 340,000). purified PvdQ acylase, fluorescence plate reader; in the data active means inhibition above about 30%, passing the limit was not always enough; inconclusive means no clear call, values can overlap the other calls;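 further: 0% = vehicle neutral wells and 100% = reference inhibitor wells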
Rtt109 Vps75 – inhibitors of Candida albicans Rtt109/Vps75 histone acetyltransferase | purified Rtt109/Vps75, ThioGlo CoA-SH fluorescence, 4 h | AID 540336 | actives 0.16% (n = 330,000) | inhibition, % at 34.9 µM;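 active means inhibition of at least 50% in every replicate; inconclusive means best replicate reaches 50% inhibition but some replicates fall short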
Target sequence (Q5AAJ8 whole entry, looked up): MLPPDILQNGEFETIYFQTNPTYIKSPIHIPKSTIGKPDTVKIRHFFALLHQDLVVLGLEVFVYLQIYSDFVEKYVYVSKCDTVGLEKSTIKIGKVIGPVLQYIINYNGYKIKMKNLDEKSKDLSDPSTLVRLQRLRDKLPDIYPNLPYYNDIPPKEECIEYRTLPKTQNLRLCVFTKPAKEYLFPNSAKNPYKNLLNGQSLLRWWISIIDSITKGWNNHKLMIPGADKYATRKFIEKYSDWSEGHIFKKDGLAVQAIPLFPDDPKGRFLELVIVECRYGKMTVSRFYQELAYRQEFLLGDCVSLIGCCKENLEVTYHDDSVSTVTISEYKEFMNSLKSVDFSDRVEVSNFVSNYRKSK
PfHsp90 set2 – reduces growth (ATP signal) of yeast expressing P. falciparum Hsp90; inhibition, % at 9.4 µM; actives 0.32% (n = 310,000); AID 504621; S. cerevisiae expressing PfHsp90, BacTiter-Glo ATP, 48 h; yeast lacking PDR1 and PDR3 efflux regulators;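 active means every replicate shows inhibition above about 80%, whatever the replicate mean, limit read from the data; inconclusive means mean inhibition reaches the set limit but some replicate falls short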;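 further: 0% = DMSO neutral controls and 100% = 20 µM radicicol positive controls; yeast relying on Plasmodium falciparum Hsp90 in place of its own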
DAGLB inh – diacylglycerol lipase beta (human) inhibition; inhibition, % at 5.17 µM; actives 0.059% (n = 340,000); Q8NCG7; AID 504411; HEK293T DAGLB membrane lysate, EnzChek fluorogenic substrate; in the data active means inhibition above about 34%;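 further: 0% = enzyme with vehicle and 100% = wells lacking enzyme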
Target sequence (Q8NCG7 whole entry, looked up): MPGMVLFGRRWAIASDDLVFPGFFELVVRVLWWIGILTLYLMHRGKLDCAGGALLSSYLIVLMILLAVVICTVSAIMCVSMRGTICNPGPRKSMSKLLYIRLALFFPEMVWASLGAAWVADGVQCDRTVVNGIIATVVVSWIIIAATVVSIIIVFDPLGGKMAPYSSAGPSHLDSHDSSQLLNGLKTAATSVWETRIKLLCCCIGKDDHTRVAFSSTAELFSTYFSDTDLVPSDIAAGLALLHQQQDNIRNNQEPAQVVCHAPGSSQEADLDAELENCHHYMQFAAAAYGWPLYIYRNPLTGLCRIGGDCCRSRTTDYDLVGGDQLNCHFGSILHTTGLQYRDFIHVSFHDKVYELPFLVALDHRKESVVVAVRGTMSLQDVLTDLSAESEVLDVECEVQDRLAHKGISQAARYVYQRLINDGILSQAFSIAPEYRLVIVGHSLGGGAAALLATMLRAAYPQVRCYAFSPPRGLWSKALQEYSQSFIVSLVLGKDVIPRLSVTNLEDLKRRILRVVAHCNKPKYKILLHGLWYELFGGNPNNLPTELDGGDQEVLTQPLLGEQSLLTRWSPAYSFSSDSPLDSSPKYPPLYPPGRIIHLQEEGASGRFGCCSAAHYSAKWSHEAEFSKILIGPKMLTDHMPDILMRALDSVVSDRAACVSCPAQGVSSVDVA
* hit, by the source's call; u = inconclusive; x = no result given.

SMILES | phage Ecoli inh | E coli growth | CAL PDZ FP | AddAB inh | Wnt bcat act | Tat transport | PvdQ inh | Rtt109 Vps75 | PfHsp90 set2 | DAGLB inh
CC1C(=O)CCN(C(C)C)C1C (stereo not given) | 2.4 | 1.4 | -1.1 | -1.6 | x | -5 | -1 | 2 | -27 | 0
CN(C(=O)CCNC(=O)Cn1cnc2ccccc2c1=O)c1ccc(F)cc1 | 0.6 | -0.8 | -1.1 | 3.4 | -2 | -2 | -5 | -1 | 6 | 2
Cc1cc(OCC(=O)NC(C)C)ccc1Cl | 0.1 | -1.7 | -1.5 | 0.7 | 1 | 14 | 3 | 2 | 7 | -2
CC(C)NC(=O)NC1C2CC3CC(C2)CC1C3 (stereo not given) | 2.1 | -0.5 | x | 2.4 | -1 | -7 | -14 | -5 | -8 | 0
CC(C)CNC(=O)c1cccc(NC(=O)CSc2ccc(Cl)cc2)c1 | 3.9 | 2.0 | 0.2 | 1.8 | 0 | -5 | 12 | 8 | -7 | -1
NC(=O)C1CCN(C(=O)C23CC4CC(CC(C4)C2)C3)CC1 | 1.6 | -3.3 | 0.4 | -2.6 | 2 | -2 | 14 | 5 | 0 | 0
CCCC(=O)Nc1cccc(NC(=O)c2ccccc2Br)c1 | 3.1 | 6.2 | -1.9 | 6.8 | x | 6 | -11 | 14 | 8 | -1
COc1ccc(C(=O)COC(=O)Cn2nnc3ccccc32)cc1Br | 3.7 | 0.3 | -3.5 | 2.0 | -3 | 13 | -11 | x | x | 0
C=CCNc1nc(NCCN2CCOCC2)nc(N2CCOCC2)n1 | 2.4 | -0.4 | x | -3.1 | -6 | -3 | -9 | 13 | 7 | 2
CN(C)CCNCc1ccccc1OC1CCCC1 | -0.4 | -1.5 | -0.9 | -3.2 | x | -13 | -4 | -3 | 20 | 0
COc1ccc(S(=O)(=O)N2CCC(O)(c3ccc4c(c3)OCO4)CC2)cc1 | 1.9 | 0.7 | -5.4 | 0.0 | -1 | -6 | -10 | 2 | x | -5
CCN(CC)CC(=O)n1c2c(c3ccccc31)CCCC2 | 5.0 | -1.6 | 0.8 | 0.2 | x | 3 | -10 | -3 | 13 | 0
CCOC(=O)Cc1csc(NC(=O)c2ccc3ccccc3n2)n1 | -1.7 | -3.3 | -0.6 | 0.3 | 12 | 5 | -6 | -8 | -26 | -13
CN(C)S(=O)(=O)Nc1ccccc1F | 1.7 | 0.1 | 0.2 | 0.0 | -1 | -2 | 0 | -1 | -32 | -3
COC(=O)[C@@H](NCc1cccc(CN[C@H](C(=O)OC)C(C)C)c1)C(C)C | 3.2 | -0.8 | 1.6 | -0.2 | -4 | 0 | 9 | -7 | -8 | -3
CCOC(=O)C(CC)n1cnc2c(nnn2-c2ccc(C)cc2)c1=O (stereo not given) | 2.2 | 1.8 | -1.4 | 0.9 | x | 2 | 8 | 17 | 3 | -4
CC1CCC(NC(=O)Cn2ncc3ccccc32)CC1 (stereo not given) | 2.1 | 0.6 | -1.6 | 3.1 | 1 | -7 | 4 | 9 | -5 | -3
Cc1ccc(OCC(=O)Nc2cccc(C)n2)c(C)c1 | 2.0 | -0.7 | -1.0 | 0.8 | u | -7 | -6 | -9 | -16 | -19
O=C(C1COc2ccccc2O1)N1CCOCC1 (stereo not given) | 0.4 | 2.8 | -0.6 | 1.3 | -3 | -9 | -16 | 3 | 3 | -2
c1ccc2c(c1)CCCN2Cc1nnc2n1CCCCC2 | -1.6 | -2.5 | -1.9 | 1.4 | x | -13 | -9 | -13 | -53 | -8
COc1ccccc1OCCC(=O)OCC(=O)NCc1ccccc1 | 2.6 | 1.4 | -1.1 | -0.2 | -7 | -4 | -8 | 0 | -3 | -1
CCOC(=O)N1N=C(c2ccccc2)CC1(O)C(F)(F)F (stereo not given) | 0.2 | 1.0 | x | 4.2 | 15 | -7 | -9 | 6 | -4 | -1
COCCN(C(=O)CCC(=O)Nc1cccnc1)C(C(=O)NC1CCCCC1)c1ccccc1 (stereo not given) | 1.2 | -1.7 | -2.3 | 1.6 | -4 | -1 | -5 | -1 | 4 | 0
Nc1ccc2nn(-c3ccccc3)nc2c1 | 5.8 | x | -1.3 | x | 12 | -6 | 5 | -2 | 10 | 3
Cc1cc(N2CCOCC2)n2nc(C(F)(F)F)c(-c3ccccc3)c2n1 | 0.9 | x | -1.4 | x | -2 | -2 | -18 | -4 | 5 | -1
COc1ccc(-n2c(=S)[nH]c3cc(C(=O)O)ccc3c2=O)cc1 | 2.6 | 2.0 | -0.9 | 1.2 | -3 | 7 | -15 | 1 | -19 | 0
O=c1[nH]c(-c2ccccc2)nnc1-c1ccccc1 | 1.4 | 3.1 | -0.7 | 2.6 | 32* | 4 | -13 | 5 | 20 | 0
Cc1cc(C)nc(-n2nc(C)cc2NC(=O)CNC2CCCCC2)n1 | 2.5 | -2.4 | x | -1.0 | -4 | 19 | -7 | 0 | x | 0
C=C(C)C(=O)NC1=NN(c2ccccc2)C(=O)C1 | 0.9 | 1.7 | -2.2 | 4.5 | x | -1 | 1 | 4 | 1 | 13
CC(C)CCNC(=O)CN(Cc1ccc2c(c1)OCO2)C(=O)CCC(=O)Nc1ccccn1 | -0.3 | -2.1 | -1.3 | 0.5 | x | 8 | -2 | -5 | 21 | 2
COc1ccc(Nc2nc(N)nc(CN3CCOCC3)n2)cc1 | 0.5 | -0.8 | -2.7 | 0.6 | -3 | -3 | -14 | 4 | -22 | 0
CCn1c(=O)c(C(=O)Nc2nc3ccccc3[nH]2)c(O)c2ccccc21 | 3.4 | 3.6 | -2.3 | 1.4 | x | 9 | -19 | -5 | 19 | 8
COc1ccc(CNC2CC(C)N(C)CC2C)cc1OC (stereo not given) | 3.3 | 2.1 | 0.4 | 1.0 | -2 | -7 | -2 | -6 | 7 | -4
CCCc1cc(CN(C)C(=O)CC2C(=O)NCCN2Cc2ccccc2C)[nH]n1 (stereo not given) | 2.0 | -0.5 | -2.6 | -0.8 | 1 | -6 | -17 | 12 | -1 | 0
O=C(O)c1cccc(Nc2ccncc2[N+](=O)[O-])c1 | 0.8 | -1.6 | -0.6 | -1.6 | 1 | -9 | -12 | -6 | -17 | 0
O=[N+]([O-])c1ccccc1S(=O)(=O)Nc1ccc2c(c1)OCCO2 | 1.9 | x | 0.2 | x | 0 | -5 | -25 | -2 | -17 | -2
O=C(Cn1cncn1)NCc1cccc(OC(F)F)c1 | 2.3 | 0.9 | -2.4 | 2.5 | -3 | 1 | -13 | -3 | 21 | 1
COc1cc(C(=O)N2CCN(C(=O)c3ccccc3)CC2)cc(OC)c1OC | -0.8 | 0.1 | -0.5 | -0.1 | 0 | -14 | 1 | 2 | -9 | -2
O=C(NCCCO)/C(=C\c1ccco1)NC(=O)c1ccco1 | 0.8 | 0.5 | 0.7 | 0.3 | 1 | -7 | -8 | 0 | -6 | -1
CC(=O)NCC(=O)OCC(=O)c1ccc(C)c(C)c1 | 4.7 | -3.9 | -1.8 | -0.3 | -1 | -7 | -9 | -2 | x | 1

Filtered by structure, the entries above with a nitro group on carbon (2)
SMILES | phage Ecoli inh | E coli growth | CAL PDZ FP | AddAB inh | Wnt bcat act | Tat transport | PvdQ inh | Rtt109 Vps75 | PfHsp90 set2 | DAGLB inh
O=C(O)c1cccc(Nc2ccncc2[N+](=O)[O-])c1 | 0.8 | -1.6 | -0.6 | -1.6 | 1 | -9 | -12 | -6 | -17 | 0
O=[N+]([O-])c1ccccc1S(=O)(=O)Nc1ccc2c(c1)OCCO2 | 1.9 | x | 0.2 | x | 0 | -5 | -25 | -2 | -17 | -2

At a glance, some entries already given:
SMILES | phage Ecoli inh | E coli growth | CAL PDZ FP | AddAB inh | Wnt bcat act | Tat transport | PvdQ inh | Rtt109 Vps75 | PfHsp90 set2 | DAGLB inh
COc1cc(C(=O)N2CCN(C(=O)c3ccccc3)CC2)cc(OC)c1OC | -0.8 | 0.1 | -0.5 | -0.1 | 0 | -14 | 1 | 2 | -9 | -2
O=C(NCCCO)/C(=C\c1ccco1)NC(=O)c1ccco1 | 0.8 | 0.5 | 0.7 | 0.3 | 1 | -7 | -8 | 0 | -6 | -1
CC(=O)NCC(=O)OCC(=O)c1ccc(C)c(C)c1 | 4.7 | -3.9 | -1.8 | -0.3 | -1 | -7 | -9 | -2 | x | 1

(continued)
SMILES | phage Ecoli inh | E coli growth | CAL PDZ FP | AddAB inh | Wnt bcat act | Tat transport | PvdQ inh | Rtt109 Vps75 | PfHsp90 set2 | DAGLB inh
COc1cc(CNC2CCCC2)cc(Cl)c1OCc1ccccc1F | 0.4 | 1.3 | -0.9 | 6.7 | -1 | -1 | -9 | 2 | 43 | 0
CCOC(=O)CSc1nc(C)cc(C)c1C#N | 2.6 | 0.8 | -1.5 | 2.0 | x | -2 | 5 | 13 | 12 | -1
Cn1c(SCc2cccnc2)nc2cccnc21 | 2.5 | 0.1 | x | 2.3 | 9 | -6 | -8 | -3 | -1 | 1
C/C(N)=C(/C#N)C(=O)CSc1nnnn1-c1ccc(C)cc1C | 2.0 | -0.4 | -0.1 | 2.8 | x | -1 | -10 | 5 | -42 | 0
CCOC(=O)c1ccc(NC(=O)c2nc[nH]c2C(=O)N(C)Cc2ccccc2)cc1 | -0.3 | -2.9 | -1.2 | -0.4 | -1 | 8 | 6 | 3 | 16 | -5
CC(=O)Nc1cc2c(cc1C(=O)c1ccccc1)OCCO2 | 0.6 | 1.7 | -2.1 | 3.3 | 0 | 5 | -23 | 5 | 16 | -1
O=c1oc2ccccc2n1Cc1cccc(C(F)(F)F)c1 | 0.7 | -1.6 | -0.2 | -0.2 | 5 | -2 | -22 | 1 | -15 | -5
Cn1nnnc1SCCNCc1ccccc1F | 0.3 | 1.2 | -1.4 | 3.1 | x | 0 | -7 | 12 | -21 | 2
CCn1cnc2c1c(=O)n(CC(=O)NCC(C)C)c(=O)n2Cc1ccccc1 | -0.8 | 1.0 | -0.8 | 3.6 | 3 | 6 | -15 | -6 | -41 | -1
CN1CCC(=NNC(=O)c2ccc(N(Cc3ccc(Cl)cc3)S(C)(=O)=O)cc2)CC1 | 2.3 | 2.6 | -1.5 | 4.4 | -1 | -1 | 4 | -1 | 9 | -2
O=C1CC(C(=O)N2CCc3ccccc32)CN1c1cccc(C(F)(F)F)c1 (stereo not given) | 0.0 | 1.2 | -0.4 | 3.3 | 0 | -14 | -13 | 2 | -12 | -3
COCc1c(C(=O)OCc2nc3ccsc3c(=O)[nH]2)oc2ccccc12 | 1.2 | 0.3 | 0.6 | 3.2 | 4 | -8 | -19 | -17 | x | 2
COc1ccccc1CNc1ccccc1F | 4.4 | 1.0 | -0.5 | -0.5 | -2 | -3 | -13 | -10 | 10 | -7
O=C(NC(=S)Nc1ccc(Cl)cn1)C(c1ccccc1)c1ccccc1 | 2.3 | 0.5 | -0.2 | 1.3 | x | 5 | -9 | -11 | x | -2
COc1cc(C2N(c3cc(C)on3)C(=O)C3CCCN32)cc(OC)c1OC (stereo not given) | 3.1 | 1.0 | 0.7 | 2.0 | x | -2 | 7 | 1 | -4 | -3
O=C(NCc1cccc(Cl)c1)C1CCCO1 (stereo not given) | 1.5 | -1.9 | -1.3 | -0.6 | -3 | 1 | -5 | -5 | -2 | 0
